ABCB1 block – human ABCB1 inhibition, ABCG2 as counter-screen | P08183 | CCRF-Adr cells, JC-1 efflux, flow cytometry | inhibition, % at 6.6 µM | hit rate 0.067% among 190,000 | AID 1326; in the data active means inhibition above about 40%;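 further: 0% = vehicle and 100% = reference inhibitor; higher value means more JC-1 retained so stronger ABCB1 efflux block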
Cdc42 wt – changes GTP binding to wildtype human Cdc42; P60953; GST-Cdc42 beads, Bodipy-GTP binding, flow cytometry; actives lie on both sides; percent activity (GTP binding), % at 10 µM; hit rate 0.2% among 190,000;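 active means percent activity GTP binding at least 20 points away from the 100% baseline, either down as inhibitor or up as activator; inconclusive means compound flagged as likely green fluorescent from well-wide comparison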;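 further: median bead fluorescence of bound Bodipy-FL-GTP at 100 nM; 0% = excess unlabeled GTP control and 100% = no compound control; below 100% means less GTP binding so inhibitor and above means activator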
Target sequence (P60953 whole entry, looked up): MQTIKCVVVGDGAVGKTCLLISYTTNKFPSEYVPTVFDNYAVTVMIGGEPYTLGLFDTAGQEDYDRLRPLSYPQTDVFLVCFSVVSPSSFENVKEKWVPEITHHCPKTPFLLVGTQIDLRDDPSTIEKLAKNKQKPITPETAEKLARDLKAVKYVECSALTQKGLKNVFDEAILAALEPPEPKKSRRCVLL
Rab2A wt mod – changes GTP binding to wildtype dog Rab2A, up or down | P61105 | AID 760 | GTP binding activity, % at 10 µM | GST-Rab2 wt beads, Bodipy-GTP binding, flow cytometry | hit rate 0.19% among 190,000;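 active means GTP binding activity at least 20 points away from 100%, either lowered or raised; inconclusive means signal likely due to the compound's own green fluorescence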;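 further: 0% = beads with excess unlabeled GTP and 100% = no-compound control corrected for plate trend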
Rac1 wt GTP bind – human Rac1 wildtype GTP binding, inhibitors and activators. GST-Rac1 beads, fluorescent GTP binding, flow cytometry; actives lie on both sides; 0 = cold GTP competed, 100 = untreated. GTP binding activity (% of control), % at 10 µM. P63000. hit rate 0.27% among 190,000;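 active means GTP binding activity at least 20 points away from the 100% control level, either lower or higher; inconclusive means compound flagged as likely green fluorescent, judged across all proteins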
Mcl1 Noxa PPI – Mcl-1/Noxa interaction inhibition; Q07820; TR-FRET Mcl-1/Noxa peptide binding, 2 h; inhibition, % at 21.7 µM; hit rate 1.5% among 220,000; AID 1022;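 active means compounds that cut the protein-peptide binding signal by more than 50% relative to plate controls in a single-dose test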;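 further: His-tagged Mcl-1 with rhodamine Noxa BH3 peptide and terbium anti-His antibody; 0% = Mcl-1 plus Noxa peptide wells and 100% = peptide-only wells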
HRas wt GTP bind – modulators of GTP binding to human HRas wildtype; GST-Ras wt beads, Bodipy-FL-GTP binding, flow cytometry; actives lie on both sides; GTP binding activity, % at 10 µM; hit rate 0.14% among 190,000; AID 759;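 active means GTP binding activity at least 20% away from the 100% baseline, either lowered as inhibitor or raised as activator; inconclusive means flagged as likely green fluorescent, judged across all proteins in the well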;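 further: 0% = unlabeled GTP competition control and 100% = no-compound control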
Target sequence (P01112 whole entry, looked up): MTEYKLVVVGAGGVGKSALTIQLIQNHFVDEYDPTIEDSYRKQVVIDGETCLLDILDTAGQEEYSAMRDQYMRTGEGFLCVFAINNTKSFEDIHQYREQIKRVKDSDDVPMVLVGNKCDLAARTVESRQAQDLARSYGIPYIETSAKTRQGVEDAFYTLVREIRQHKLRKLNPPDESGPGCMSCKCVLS
Rab7 wt GTP bind – modulators of GTP binding to dog Rab7 wildtype GTPase. GST-Rab7 beads, fluorescent GTP binding, flow cytometry; actives lie on both sides; untreated = 100%, excess cold GTP = 0%. GTP binding activity (percent of control), % at 10 µM. hit rate 0.055% among 190,000;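 active means fluorescent GTP binding to Rab7 beads changed by at least 20 points from the 100% baseline, either direction, mostly lower; inconclusive means compound itself probably fluorescent, or too few beads counted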;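 further: median green fluorescence of bound Bodipy-FL-GTP per Rab7 bead population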
Rac1 act GTP bind – alters GTP binding to activated mutant human Rac1; P63000; GST-Rac1 activated beads, fluorescent GTP binding, flow cytometry; actives lie on both sides; 100% means binding = to untreated wells; percent activity (GTP binding), % at 10 µM; hit rate 0.11% among 190,000;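 active means GTP binding at least 20 percentage points away from the 100% baseline, in either direction, so actives lie on both sides; inconclusive means Compound likely fluorescent itself, or too few beads counted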
Pf gametocyte – inhibitors of late stage P. falciparum gametocyte viability; P. falciparum stage V gametocytes, ATP luminescence, 24 h; inhibition, % at 10.9 µM; hit rate 0.065% among 150,000; AID 743093;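 active means inhibition above the mean plus 3 SD of compounds within the control limits, set per campaign, cut at about 38% in these data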;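 further: 0% = DMSO wells and 100% = medium only without gametocytes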
Avidin fluor – compound fluoresces at 488/530 nm on avidin beads; compound fluorescence 488/530 nm, flow cytometry; hits give high values; fluorescence (KMESF) at 10 µM; hit rate 0.38% among 220,000; AID 1775; in the data active means fluorescence above about 47; further: inactives centre near 10
ABCG2 inh – human ABCG2 inhibition, ABCB1 as counter-screen; Q9UNQ0; IgMXP3 cells, JC-1 efflux, flow cytometry; inhibition, % at 6.6 µM; hit rate 0.1% among 190,000; AID 1325;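 active means inhibition above 80%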;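 further: 0% = DMSO and 100% = nicardipine control wells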
Target sequence (Q9UNQ0 whole entry, looked up): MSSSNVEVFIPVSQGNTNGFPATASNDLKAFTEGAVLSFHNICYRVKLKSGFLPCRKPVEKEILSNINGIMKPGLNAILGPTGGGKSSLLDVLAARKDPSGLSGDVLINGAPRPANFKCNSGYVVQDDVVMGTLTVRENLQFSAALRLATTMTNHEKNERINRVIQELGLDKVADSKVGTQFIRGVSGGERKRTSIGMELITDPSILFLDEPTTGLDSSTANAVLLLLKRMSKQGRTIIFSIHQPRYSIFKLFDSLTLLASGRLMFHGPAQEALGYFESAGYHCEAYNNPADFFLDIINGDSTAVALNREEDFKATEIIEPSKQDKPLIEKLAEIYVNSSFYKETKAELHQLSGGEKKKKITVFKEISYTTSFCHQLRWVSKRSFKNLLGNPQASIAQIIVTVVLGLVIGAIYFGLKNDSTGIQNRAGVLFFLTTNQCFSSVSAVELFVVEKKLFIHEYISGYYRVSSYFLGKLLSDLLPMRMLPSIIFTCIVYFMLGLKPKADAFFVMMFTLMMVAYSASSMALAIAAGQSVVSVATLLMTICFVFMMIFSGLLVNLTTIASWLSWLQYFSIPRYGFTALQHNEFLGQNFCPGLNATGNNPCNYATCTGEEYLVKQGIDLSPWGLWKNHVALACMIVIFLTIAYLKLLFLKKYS
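Read-out basis: Efflux inhibition in percent versus controls | Test system: ABCG2 IgMXP3 and barcoded ABCB1 CCRF-Adr cell mix | Quantity: 3 million cells/mL in well | Schedule: 10 min at 25 °C | Control set: Nicardipine as high control, DMSO as low control | Reagent: JC-1 as fluorescent efflux pump substrate | Signal: Flow cytometry of retained JC-1 fluorescence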
Active calls of the source: *; ? = inconclusive; . = not tested or not shown; & = joins results of further samples; [ ] = another dose, or the depositor's remark. A portion of the library, so the mix of outcomes need not match the whole.

nr	smiles	ABCB1 block	Cdc42 wt	Rab2A wt mod	Rac1 wt GTP bind	Mcl1 Noxa PPI	HRas wt GTP bind	Rab7 wt GTP bind	Rac1 act GTP bind	Pf gametocyte	Avidin fluor	ABCG2 inh
1	CCOc1ccc(/C=C2/C(=O)NC(=O)N(CCc3ccc(F)cc3)C2=O)cc1	-1.2	97	95	101	18	97	95	97	5	3	-8
2	CCOC(=O)/C(=N\Nc1ccccc1)N1CC1	0.8	96	98	98	-7	99	104	96	-6	8	4
3	CCN(CC)CCCN=C(C)c1c(O)n(-c2ccc(C)cc2)c(=O)[nH]c1=O	-0.2	98	96	98	-7	98	97	96	.	7	-4
4	CN1CCN(c2ccc(N)cc2Cl)CC1	0.1	98	98	101	33	97	99	100	5	25	4
5	CC(Cc1ccccc1Sc1ccc(O)cc1)N(C)C (stereo not given)	0.5	101	101	102	12	101	100	100	.	8	1
6	CCc1ccc(N2C(=O)NC(=O)/C(=C/c3cccn3CCOc3ccc(C)cc3)C2=O)cc1	-0.1	99	95	99	-1	95	94	95	-21	39	0
7	COc1ccc(OC)c(N2C(=O)NC(=O)C3(Cc4cc(C)ccc4N(C)C3)C2=O)c1 (stereo not given)	0.3	95	95	94	21	95	94	96	.	15	3
8	CN1CCN(Cc2cn3cccnc3n2)CC1	0.3	97	95	97	-5	94	94	93	16	8	-1
9	CCCCn1c(=O)c(C=Nc2cccnc2Cl)c(O)n(CCCCl)c1=O	-0.5	101	101	102	17	100	97	100	6	16	7
10	CCC(=O)c1cn(Cc2ccccc2)c2ccccc12	0.9	98	98	99	13	98	103	95	-2	11	3
11	Cc1nn(Cc2ccccc2)c(C)c1C(=O)OCC(=O)Nc1cccc(S(N)(=O)=O)c1	0.5	?	?	?	13	?	?	?	18	12	1
12	Cc1oc(-c2ccc(Cl)cc2)nc1CS(=O)CC(=O)N1CCC2(CC1)OCCO2 (stereo not given)	1.4	102	103	100	-6	102	102	98	0	12	9
13	CCCCCn1c(=O)c(C(=O)Nc2nc(CC(=O)OCC)cs2)c(O)c2ccccc21	2.0	89	90	91	-9	91	88	86	.	22	-2
14	CCC(C)NC(=O)CN1C(=O)CN=C(c2ccccc2)c2ccccc21 (stereo not given)	0.9	95	95	95	-7	93	95	95	.	10	8
15	C(=NC12CN3CN(CN(C3)C1)C2)c1cccs1	0.7	99	96	99	16	98	96	97	6	22	2
16	CC1CCC[C@H](O)CCCCCc2cc(O)cc(O)c2C(=O)O1 (stereo not given in full)	1.6	101	99	100	14&11	103	98	99	.	6&6	6&11
17	Nc1ccc2cc(Br)ccc2c1	0.2	99	93	96	37	98	106	93	10	9	0
18	COc1cccc(-n2c(=S)[nH]c3ccccc3c2=O)c1	-0.1	96	96	96	11	94	95	92	-9	13	0
19	O=c1[nH]c(=S)n(C2CC2)c(O)c1C=Nc1cccc(C(F)(F)F)c1	0.2	102	98	102	-84	98	99	97	14	12	3
20	CC12CN3CC(C)(CN(C1)C3c1ccco1)C2=O (stereo not given)	0.0	104	103	102	-12	102	100	99	18	4	0
21	CC(CO)(CO)N=Cc1c(O)n(-c2cccc3ccccc23)c(=O)[nH]c1=O	0.0	102	100	104	9	100	101	100	-15	37	0
22	COc1ccccc1CCNCc1cc2c(cc1[N+](=O)[O-])OCO2	0.0	103	104	102	11	105	102	101	.	11	0
23	CCc1ccc2c(CN3CC=C(c4ccccc4)CC3)cc(=O)oc2c1	4.7	102	100	108	16	101	100	101	4	10	.
24	Cn1ccnc1P(=S)(c1nccn1C)N1CCOCC1	0.5	100	97	99	8	99	96	98	.	7	1
25	CCC(=NC1CC1)c1c(O)n(-c2ccc(OC)cc2)c(=O)[nH]c1=O	0.2	96	101	97	7	100	102	96	.	14	1
26	Cc1ccc(OCCSC2=NN2c2cc(C)nc(N)n2)cc1	1.0	97	101	98	-14	99	105	97	13	4	7
27	Cc1ccsc1C(=O)C1CCCN(Cc2cccn2-c2ccccn2)C1 (stereo not given)	0.8	94	96	95	23	93	97	93	.	11	13
28	COc1ccc(C2NCc3ccc4c(c3-n3cccc32)OCO4)cc1OC (stereo not given)	2.5	100	99	97	46	98	95	95	.	32	1
29	CN1C(=O)C(=Cc2ccccc2OCc2ccccc2Cl)C(=O)N(C)C1=O	-1.3	100	100	102	9	100	98	98	1	10	-9
30	CC1CCC(C(C)C)C(OP(N)(=O)c2ccccc2)C1 (stereo not given)	1.2	104	104	104	-1	104	98	101	-15	8	1

Some of the entries so far, with one line to a screen:
26: Cc1ccc(OCCSC2=NN2c2cc(C)nc(N)n2)cc1
27: Cc1ccsc1C(=O)C1CCCN(Cc2cccn2-c2ccccn2)C1 (stereo not given)
28: COc1ccc(C2NCc3ccc4c(c3-n3cccc32)OCO4)cc1OC (stereo not given)
29: CN1C(=O)C(=Cc2ccccc2OCc2ccccc2Cl)C(=O)N(C)C1=O

Compound | 26 | 27 | 28 | 29
ABCB1 block | 1.0 | 0.8 | 2.5 | -1.3
Cdc42 wt | 97 | 94 | 100 | 100
Rab2A wt mod | 101 | 96 | 99 | 100
Rac1 wt GTP bind | 98 | 95 | 97 | 102
Mcl1 Noxa PPI | -14 | 23 | 46 | 9
HRas wt GTP bind | 99 | 93 | 98 | 100
Rab7 wt GTP bind | 105 | 97 | 95 | 98
Rac1 act GTP bind | 97 | 93 | 95 | 98
Pf gametocyte | 13 | . | . | 1
Avidin fluor | 4 | 11 | 32 | 10
ABCG2 inh | 7 | 13 | 1 | -9

(further entries)
nr	smiles	ABCB1 block	Cdc42 wt	Rab2A wt mod	Rac1 wt GTP bind	Mcl1 Noxa PPI	HRas wt GTP bind	Rab7 wt GTP bind	Rac1 act GTP bind	Pf gametocyte	Avidin fluor	ABCG2 inh
31	COc1ccc(CN2CCN(C(=O)Cc3ccccc3)CC2)c(OC)c1	-0.1	103	98	110	20	100	95	101	.	2	-2
32	CCCC(C)C1(CC)C(=O)NC(=Nc2ccc(F)cc2)NC1=O (stereo not given)	0.3	100	98	99	7	99	105	95	14	13	3
33	Cc1ccc2nc3c(cc2c1)CC1(C(=O)N(C)C(=O)N(C)C1=O)C1COCCN31 (stereo not given)	0.5	107	106	102	5	106	104	102	.	14	2
34	O=c1c2ccccc2nc(-c2ccco2)n1-c1cccnc1	0.4	96	97	97	97*	99	97	95	4	8	2
35	COc1ccc(N=Cc2c(O)n(CC3CCCO3)c(=O)[nH]c2=O)cc1 (stereo not given)	0.8	100	99	105	15	100	101	101	.	3	8
36	CCCCCCn1c(O)c(C=NCCCn2ccnc2)c(=O)[nH]c1=O	0.2	103	101	105	9	103	99	101	.	2	0
37	O=c1c2ccccc2nc(-c2ccccc2)n1-c1ccncc1	0.9	99	102	102	-2	99	98	100	17	11	19
38	CC(C)CCP(=O)(O)c1ccccc1	0.3	106	102	106	30	105	105	97	.	19	1
39	O=c1[nH]c(=S)[nH]c(O)c1N=Nc1ccc(S(=O)(=O)N2CCc3ccccc32)cc1	-1.1	93	94	120*[activator]	56*	93	97	98	-28	16	-3
40	C=CCNC(=O)c1c(N)n(CCN2CCOCC2)c2nc3ccccc3nc12	0.8	95	93	93	29	95	96	92	.	7	5
41	O=C(Cn1ncc2c3ccccc3n(Cc3ccccc3)c2c1=O)N1CCC2(CC1)OCCO2	0.7	100	99	101	2	101	102	98	.	34	0
42	COc1cccc(-n2c(O)c(C=Nc3c(C)n(C)n(-c4ccccc4)c3=O)c(=O)[nH]c2=O)c1	0.6	98	99	105	3	100	97	99	12	6	10
43	COc1cc(C2SCC(=O)Nc3c2c(=O)[nH]n3C2CCCCCC2)cc(OC)c1OC (stereo not given)	-0.2	109	105	104	26	106	100	101	-19	8	0
44	CC1(C)N=C(c2ccccc2)[C@@H]2C(c3ccc([N+](=O)[O-])cc3)N21 (stereo not given in full)	2.5	99	98	99	-8	99	97	98	1	16	4
45	COc1ccc(NC(=O)c2cc([N+](=O)[O-])ccc2N2CCNCC2)cc1	0.4	100	98	100	33	97	101	96	-19	9	4
46	CC(C(=O)O)N(C(=O)c1ccccc1)c1ccc(F)c(Cl)c1 (stereo not given)	0.0	96	96	98	3	99	107	95	0	10	0
47	COc1ccc(CC2(CCc3ccccn3)C(=O)NC(=O)N(c3ccccc3C)C2=O)cc1OC (stereo not given)	-1.6	100	98	99	4	96	95	96	2	12	0
48	CCOC(=O)C1=C(N)Oc2c(c(=O)oc3ccccc23)C12C(=O)N(C)c1ccccc12 (stereo not given)	1.1	101	101	100	9	103	100	99	-2	15	1
49	CC12CN3CN(C1)CC(C)(C3)C2=NO	4.8	102	98	104	-10	99	99	102	-4	5	0
50	COc1ccc(/C=C2\C(=N\O)C3CCN2CC3)cc1	0.2	102	101	107	32	104	106	102	.	4	-5
51	Cc1nn(Cc2ccccc2)c(C)c1C(=O)OCC(=O)Nc1ccccc1SCC#N	2.9	101	103	103	8	102	103	98	1	8	3
52	COc1cccc(C2=NOC(C(=O)N3CCC4(CC3)OCCO4)C2)c1 (stereo not given)	0.6	98	94	95	24	96	93	100	-18	11	2
53	OC1(c2ccc(F)cc2)CCNC1 (stereo not given)	0.8	101	101	99	16	99	95	101	-10	7	3
54	COc1ccc(O)c(CN2CCCC(C(=O)c3sccc3C)C2)c1 (stereo not given)	1.3	96	99	101	-1	102	103	98	.	10	2
55	O=C(NC(Cc1cnc[nH]1)C(=O)O)c1ccccc1 (stereo not given)	-0.2	99	96	95	-12	97	100	94	.	9	1

Full records as entered above. Order of values: ABCB1 block	Cdc42 wt	Rab2A wt mod	Rac1 wt GTP bind	Mcl1 Noxa PPI	HRas wt GTP bind	Rab7 wt GTP bind	Rac1 act GTP bind	Pf gametocyte	Avidin fluor	ABCG2 inh
Record of `O=C(NC(Cc1cnc[nH]1)C(=O)O)c1ccccc1` (stereo not given) → -0.2	99	96	95	-12	97	100	94	.	9	1
Record of `COc1ccc(O)c(CN2CCCC(C(=O)c3sccc3C)C2)c1` (stereo not given) → 1.3	96	99	101	-1	102	103	98	.	10	2
Record of `CCCC(C)C1(CC)C(=O)NC(=Nc2ccc(F)cc2)NC1=O` (stereo not given) → 0.3	100	98	99	7	99	105	95	14	13	3

High-throughput results deposited in PubChem BioAssay by several laboratories.
